Screens as filed in PubChem BioAssay.
GPR151 activ – activators of human GPR151; hit rate 1% among 650,000; AID 1508602; activation, % at 11.2 µM; PathHunter beta-arrestin GPR151 cells, luminescence; in the data active = activation above about 4.9%;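 also: 0% = median of compound wells and 100% = cells with positive control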
Target sequence (Q8TDV0 whole entry, looked up): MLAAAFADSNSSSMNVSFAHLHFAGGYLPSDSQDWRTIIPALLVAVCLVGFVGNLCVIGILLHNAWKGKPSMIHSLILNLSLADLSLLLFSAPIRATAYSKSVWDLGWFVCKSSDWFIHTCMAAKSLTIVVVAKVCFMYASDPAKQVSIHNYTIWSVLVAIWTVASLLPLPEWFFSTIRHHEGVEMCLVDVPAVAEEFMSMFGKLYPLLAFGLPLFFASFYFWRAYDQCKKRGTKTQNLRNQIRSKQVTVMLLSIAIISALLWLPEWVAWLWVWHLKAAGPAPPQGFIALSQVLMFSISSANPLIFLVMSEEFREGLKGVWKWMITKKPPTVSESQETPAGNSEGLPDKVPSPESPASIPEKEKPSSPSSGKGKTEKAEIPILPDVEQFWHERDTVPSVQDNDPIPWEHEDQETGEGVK
MITF inh – inhibitors of human MITF | AlphaScreen MITF homodimerization, bead proximity signal | inhibition, % at 2.6 µM | hit rate 0.91% among 650,000; in the data active = inhibition above about 50%;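 also: 0% = vehicle wells with protein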
TEAD-YAP inh – TEAD-YAP interaction inhibition; HEK-TIYL cells, TEAD-Gal4/YAP UAS-luciferase luminescence; inhibition, % at 9.12 µM; hit rate 1.4% among 640,000; in the data active = inhibition above about 32%;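 also: 0% = median of test compound wells and 100% = reference inhibitor wells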
FBW7 act – activators of human E3 ligase FBW7; Q969H0; AlphaScreen FBW7–phospho-cyclin E peptide binding, activator screen; normalized activity (activation), % at 26.1 µM; hit rate 0.13% among 650,000; in the data active = normalized activity above about 1.9%;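 also: purified mutant Fbw7 with reduced substrate affinity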
Target sequence (Q969H0 whole entry, looked up): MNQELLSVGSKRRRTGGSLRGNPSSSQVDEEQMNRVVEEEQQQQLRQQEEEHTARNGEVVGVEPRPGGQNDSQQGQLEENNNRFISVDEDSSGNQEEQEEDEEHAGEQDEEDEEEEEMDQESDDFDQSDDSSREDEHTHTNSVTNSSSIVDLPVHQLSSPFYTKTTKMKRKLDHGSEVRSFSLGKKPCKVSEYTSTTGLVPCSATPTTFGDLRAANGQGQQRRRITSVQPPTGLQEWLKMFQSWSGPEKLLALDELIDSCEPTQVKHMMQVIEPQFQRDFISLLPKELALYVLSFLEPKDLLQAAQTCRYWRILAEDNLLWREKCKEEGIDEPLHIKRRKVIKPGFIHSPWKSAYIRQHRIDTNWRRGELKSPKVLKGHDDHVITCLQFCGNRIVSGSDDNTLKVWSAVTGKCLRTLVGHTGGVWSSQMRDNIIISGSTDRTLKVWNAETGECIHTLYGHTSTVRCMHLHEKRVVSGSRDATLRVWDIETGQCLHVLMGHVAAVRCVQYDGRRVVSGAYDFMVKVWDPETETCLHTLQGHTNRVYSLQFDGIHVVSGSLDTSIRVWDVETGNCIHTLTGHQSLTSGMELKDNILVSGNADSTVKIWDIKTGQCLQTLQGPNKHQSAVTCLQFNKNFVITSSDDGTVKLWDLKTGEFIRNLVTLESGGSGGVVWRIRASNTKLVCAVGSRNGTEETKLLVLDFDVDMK
* = called active by the depositor.

SMILES	GPR151 activ	MITF inh	TEAD-YAP inh	FBW7 act
O=C(c1ccc2c(=O)n(Cc3ccc4c(c3)OCO4)c(=S)[nH]c2c1)N1CCN(Cc2ccccc2)CC1	-1.4	16	9	0.1
NS(=O)(=O)c1cccc(Nc2nccc(NC(=O)C3COc4ccccc4O3)n2)c1 (centres undefined)	-1.6	23	3	0.5
COc1ccc(C=O)cc1OCc1ccc([N+](=O)[O-])cc1	-0.3	4	-27	0.0
CC1(C)CC(=O)C2=C(C1)N=C1c3ccccc3C(=O)C1C2c1ccc(Cl)cc1Cl (centres undefined)	1.4	6	10	-0.1
CCOC(=O)c1c(NC(=O)COC(=O)CN2C(=O)CCC2=O)sc2c1CCCC2	1.5	-3	-5	0.5
O=C1NC(=O)C(=Cc2nc(-c3ccccc3)n3ccccc23)C(=O)N1	0.9	-2	3	-0.1
COc1ccc(Cn2c(SCc3ccc(C)cc3)nc3ccsc3c2=O)cc1	-1.5	7	7	-0.1
COc1ccc(OC)c(C2NC(=O)NC(C)=C2C(=O)Nc2ccc(C)c(C)c2)c1 (centres undefined)	-0.5	-6	0	-0.2
CCCc1ccc(OCC(O)CN2CCCCC2C)cc1 (centres undefined)	-1.5	0	5	-0.1
CC1(C2CCN(C(=O)/C=C/c3cccnc3)CC2)NC(=O)N(Cc2ccc(F)cc2)C1=O (centres undefined)	1.4	7	4	-0.1
Clc1ccccc1CSc1nc(NC2CCCCC2)c2ccccc2n1	3.1	2	6	0.0
CC1(C)CC(=O)c2cc(C(=O)N3CCN(c4cccc(C(F)(F)F)c4)CC3)c(=O)n(-c3ccc(Cl)cc3)c2C1	0.9	2	-5	0.0
Cn1nnnc1Sc1ccc([N+](=O)[O-])cc1C(=O)OCc1nc2ccccc2s1	-1.6	2	-13	0.1
CCOc1ccc(NC(=O)N2CCC(c3ccc(C)cc3)C2)cc1 (centres undefined)	-0.1	-2	-15	0.0
CCOc1ccc(S(=O)(=O)N2CCN(C34CC5CC(CC(C5)C3)C4)CC2)cc1	0.2	15	9	0.2
CCCCc1ccc(NC(CC(=O)c2ccc(OC)cc2)c2ccc(Cl)cc2)cc1 (centres undefined)	1.9	0	7	0.1
Cc1cc(NC(=O)C2CCCCC2)ncc1NC(=O)C(C)C	-0.2	-12	-16	0.3
COc1cccc(C(=O)Nc2cc(-c3nc4cc(C)cc(C)c4o3)ccc2C)c1	0.2	18	2	0.4
Cc1ccc(C)c(NC(=O)Cn2c(=O)oc3cc(S(=O)(=O)N4CCCC4)ccc32)c1	-0.7	3	-7	0.2
CCC(Oc1ccccc1)C(=O)Nc1cc(F)cc(F)c1 (centres undefined)	0.1	-16	-14	0.1
O=C(NC(=S)NC1CCS(=O)(=O)C1)c1ccccc1 (centres undefined)	2.4	-6	-6	0.3
O=C(Nc1ccc(F)cc1F)N1CCN(c2ccccc2F)CC1	0.1	17	-11	0.3
CCc1ccc(NC(=O)c2nn3c(C(F)(F)F)cc(-c4ccc(Br)cc4)nc3c2Br)cc1	-0.4	-13	-1	0.0
COc1ccc(NC(=O)c2sc3ccccc3c2Cl)cc1OC	2.1	18	-29	1.4
Cc1cccc(Nc2ncnc3c2c(-c2ccccc2)cn3-c2ccc(C)c(Cl)c2)c1	-0.2	0	-8	0.1
C/C(=N\Nc1nc2ccccc2[nH]1)c1ccc(C)cc1	0.0	18	-32	-0.3
Cn1ccnc1C(NC(=O)C1(c2ccccc2)CC1)c1ccc(F)c(F)c1 (centres undefined)	-0.9	-9	-3	0.2
C/C(=N\N=C1c2ccccc2-c2ccccc21)c1nnn(-c2nonc2N)c1C	0.9	-15	-5	-0.1
Cc1ccc(C(=O)NCC(=O)OCC(=O)Nc2ccccc2[N+](=O)[O-])cc1	1.1	8	5	0.0
CC1(C)CC(N2C(=O)OC(C)(C3CC4C=CC3C4)C2(C)O)CC(C)(C)N1 (centres undefined)	0.0	7	4	0.0
O=C(CSc1ncnc2c1cnn2-c1ccc(F)cc1)N1CCc2ccccc21	3.1	9	3	0.0
CC1(C)Oc2ccc(C(=O)N3CCCCCC3)cc2N(CC(=O)c2ccc(F)cc2)C1=O	-0.9	-1	-2	0.0
CCOC(=O)c1c(C)[nH]c(NC(=O)Nc2ccc(C)cc2)c1C	-0.3	8	-12	0.8
O=C(CSc1nc2cc(C(=O)NCc3ccco3)ccc2c(=O)n1Cc1ccco1)NCC1CCCO1 (centres undefined)	1.8	7	2	-0.1
O=C(CCCCCN1C(=O)c2cccc([N+](=O)[O-])c2C1=O)NCCc1ccccc1	0.8	-3	10	-0.1
N[C@@H](CC(=O)N1CCn2c(nnc2C(F)(F)F)C1)Cc1cc(F)c(F)cc1F	0.5	-4	0	-0.2
COc1ccc2c(c1)OC(C)CN(CCNC(=O)CCc1nc3ccccc3s1)C2 (centres undefined)	-0.7	26	1	0.7
CC(C)C[C@H]1NC(=O)[C@@H]2C[C@H](NC(=O)Nc3c(Cl)cccc3Cl)CN2C1=O	0.3	9	-1	-0.5
COC(=O)C1=C(C)OC(=O)C1(NC(=O)c1ccc(C(C)(C)C)cc1)C(F)(F)F (centres undefined)	0.0	-3	5	0.1
COc1ccc(C(=O)Nc2ccc3nn(-c4ccccc4)nc3c2)cc1[N+](=O)[O-]	-0.5	-6	3	-0.1
CN(C)c1ccc(C2C3C(=O)N(c4cccc(Cl)c4)C(=O)C3ON2c2ccccc2)cc1 (centres undefined)	-0.5	7	6	-0.1
CN1C(=O)CC(C(=O)O)SC1=Nc1ccc(F)cc1 (centres undefined)	2.0	-8	1	0.2
O=C(c1ccc(I)cc1)N1CCN(Cc2ccccc2)CC1	0.1	11	-1	0.2
O=C(O)/C(=C\c1cc2c(cc1Cl)OCO2)NC(=O)c1ccccc1	0.4	12	13	0.0
COC(=O)c1cccc(NC(=O)COC(=O)c2ccc(N3C(=O)CCC3=O)cc2)c1	-1.0	-5	8	-0.1
CCCN(CCC)S(=O)(=O)c1ccc(C(=O)Nc2nc(-c3cc(Cl)ccc3Cl)cs2)cc1	-0.2	1	4	-0.1
CCCCOc1ccc(/C=N/NC(=O)c2ccc(O)cc2O)cc1	-0.5	-3	20	0.0
O=C(NCc1ccco1)c1cn(-c2ccc(F)cc2F)c(=O)c2ccccc12	0.8	-5	3	-0.1
Cc1cc(NC(=O)CSc2nc3ccccc3c(=O)n2CCCC(=O)NCc2ccccc2)n[nH]1	-1.0	-4	23	0.0
Cc1c(NC(=O)c2cccc(NCC(=O)N3CCCC3)c2)c(=O)n(-c2ccccc2)n1C	1.1	-26	2	-0.2
O=C(Nc1nc2c(s1)CCc1ccccc1-2)C(c1ccccc1)c1ccccc1	0.9	1	6	-0.2
CCOC(=O)c1cc(S(=O)(=O)NC2CCC(C)CC2)cn1C (centres undefined)	-1.4	5	3	-0.2
CC(=O)c1cccc(NS(=O)(=O)c2ccc(Cl)c(C(F)(F)F)c2)c1	-1.6	5	2	0.2
COc1ccc(C2CC(c3cccs3)Nc3nnnn32)c(OC)c1 (centres undefined)	-0.4	17	9	0.3
CCC(C)CN1CCc2c(C(=O)OC)c(OCCN3CCCC3=O)cc(=O)n2CC1 (centres undefined)	-1.2	-14	-9	-0.1
COc1cccc(CNS(=O)(=O)c2ccc(-c3ncnc4[nH]cc(C)c34)cc2)c1	0.6	4	19	-0.1
COc1cc(OC)c(NC(=O)Cn2cnc3sc(C)c(S(=O)(=O)N4CCOCC4)c3c2=O)cc1Cl	-0.7	-9	-10	0.0
C=CCNc1nc(N(c2ccccc2)c2ccccc2)nc(-n2ccnc2)n1	1.7	-19	-18	0.1
COc1cc(NC(=O)CN2C(=O)C(c3ccc(C)cc3)=NC23CCCCC3)cc(OC)c1	2.1	4	-6	-0.1
O=c1c2ccccc2nc(-c2ccc(Br)cc2)n1NCc1cc(Br)ccc1O	-0.9	-2	-7	-0.1
Following part
SMILES	GPR151 activ	MITF inh	TEAD-YAP inh	FBW7 act
Cc1cn2c3c(=O)n(Cc4ccc(F)cc4)c(=O)n(C)c3nc2n1-c1ccc(F)cc1	1.9	-1	1	-0.1
COc1cc(NS(=O)(=O)c2ccc(Cl)c(Cl)c2)cc(OC)c1	-0.5	-9	7	0.1
CCn1c(C(=O)O)c(CC(=O)N2CCN(c3ccc(F)cc3)CC2)c2ccccc21	-0.1	13	0	0.1
CC1=CC(C)(C)N(C(=O)CSc2nn(-c3ccccc3)c(=S)s2)c2cc(C)ccc21	1.0	-1	-6	-0.1
CC1=C(C(=O)OCCc2ccccc2)C(c2ccc(Cl)cc2)C2=C(CC(C)(C)CC2=O)N1 (centres undefined)	1.1	-25	-2	0.3
NS(=O)(=O)c1ccc2c(c1)C1C=CCC1C(c1ccc(F)cc1)N2 (centres undefined)	-0.1	15	15	-0.7
COc1cc([N+](=O)[O-])cc(CN2CCOCC2)c1O	-0.6	15	4	0.1
Cc1ccc(-n2c(=O)[nH]c3c(C(=O)Nc4ccc(C)cc4C)cn(C)c3c2=O)cc1	-1.3	12	4	0.1
O=C1c2cccc3cccc(c23)N1S(=O)(=O)c1ccc(Br)cc1	0.4	-4	5	0.0
CCn1c(=O)cc(OCC(=O)NCCN2CCOCC2)c2ccccc21	0.7	-4	0	-0.1
Cc1cc(C(=O)COc2ccccc2C(N)=O)c(C)n1CC1CCCO1 (centres undefined)	2.0	-8	28	-0.1
CC(C)(C)c1ccccc1OCC(O)CN1CCN(Cc2ccc3c(c2)OCO3)CC1 (centres undefined)	1.8	5	3	0.3
O=C(NCCOc1ccccc1)C1CCCCC1	4.3	7	-59	-0.1
CCCOc1ccc(-c2nc(N)n[nH]2)cc1	0.4	-7	-17	-0.2
CCOC(=O)c1cc(C(=O)OCC)n(CC(C)=O)n1	-1.5	0	-17	0.0
Cc1c(C(=O)NCCc2ccccc2)oc2ccc(S(=O)(=O)N3CCCC3)cc12	0.0	-24	8	-0.1
COC(=O)C(NC(=O)c1ccc(Cl)cc1)(Nc1cc(C)ccn1)C(F)(F)F (centres undefined)	-1.0	-2	-2	0.1
C[C@@H](NC(=O)OC(C)(C)C)c1nc(-c2ccncc2)n[nH]1	0.6	4	-5	-0.1
Cc1nnc(C2CCCN(C(=O)c3ccc4c(c3)OCO4)C2)s1 (centres undefined)	2.1	-8	-5	0.1
Cc1nc2c(C)cccn2c(=O)c1NC(=O)Nc1ccc(F)cc1F	1.6	-12	5	-0.1
CC(=O)Nc1cc2nc(C)n(Cc3ccccc3)c2nc1C	0.4	-12	0	0.1
CNC(=O)CSCc1cccc(Br)c1	-0.3	24	-5	0.8
O=[N+]([O-])c1cc(S(=O)(=O)N2CCN(Cc3ccc4c(c3)OCO4)CC2)ccc1Cl	0.9	12	1	-0.1
O=C(NCC1c2ccccc2CCN1C(=O)C1CCCCC1)C1CCCCC1 (centres undefined)	-0.5	2	6	-0.1
O=C1CCCN1CCCNc1cc(-c2ccc(N3CCOCC3)nc2)ncn1	-4.7	4	-17	0.2
CCOCCn1c(N2CCN(c3ccccc3)CC2)nc2c1c(=O)[nH]c(=O)n2C	0.7	-9	3	-0.1
COC(=O)c1cc(-c2ccc(Cl)cc2)nc2ccc(C)cc12	0.1	10	2	0.1
O=C1c2nccnc2C(O)N1c1ccc(Br)cn1 (centres undefined)	0.6	4	-3	-0.1
CCN(CC)/C(C)=N/C(=O)Nc1ccccc1	2.8	5	3	0.0
O=C(NCCO)NC12CC3CC(CC(C3)C1)C2	-1.8	6	6	0.2
CCc1ccccc1NC(=O)C1CSC2(c3cccs3)CCC(=O)N12 (centres undefined)	-0.2	17	-7	-0.1
COc1ccc(OC)c(C(=O)COC(=O)Cc2ccc(Cl)cc2)c1	0.4	-9	-9	0.0
O=C(Nc1nc(CCN2C(=O)c3ccccc3C2=O)cs1)c1cc2ccccc2s1	2.6	7	7	0.1
CN(C)C(=O)CN(C)S(=O)(=O)c1ccc2ccccc2c1	0.2	9	-3	0.0
Cc1ccc2nc(NC(=O)CSc3cc(C)[nH]c(=O)n3)sc2c1	-2.4	9	-11	0.2

14 of the compounds above, as a markdown table.
| Compound | GPR151 activ | MITF inh | TEAD-YAP inh | FBW7 act |
| --- | --- | --- | --- | --- |
| CNC(=O)CSCc1cccc(Br)c1 | -0.3 | 24 | -5 | 0.8 |
| O=[N+]([O-])c1cc(S(=O)(=O)N2CCN(Cc3ccc4c(c3)OCO4)CC2)ccc1Cl | 0.9 | 12 | 1 | -0.1 |
| O=C(NCC1c2ccccc2CCN1C(=O)C1CCCCC1)C1CCCCC1 (centres undefined) | -0.5 | 2 | 6 | -0.1 |
| O=C1CCCN1CCCNc1cc(-c2ccc(N3CCOCC3)nc2)ncn1 | -4.7 | 4 | -17 | 0.2 |
| CCOCCn1c(N2CCN(c3ccccc3)CC2)nc2c1c(=O)[nH]c(=O)n2C | 0.7 | -9 | 3 | -0.1 |
| COC(=O)c1cc(-c2ccc(Cl)cc2)nc2ccc(C)cc12 | 0.1 | 10 | 2 | 0.1 |
| O=C1c2nccnc2C(O)N1c1ccc(Br)cn1 (centres undefined) | 0.6 | 4 | -3 | -0.1 |
| CCN(CC)/C(C)=N/C(=O)Nc1ccccc1 | 2.8 | 5 | 3 | 0.0 |
| O=C(NCCO)NC12CC3CC(CC(C3)C1)C2 | -1.8 | 6 | 6 | 0.2 |
| CCc1ccccc1NC(=O)C1CSC2(c3cccs3)CCC(=O)N12 (centres undefined) | -0.2 | 17 | -7 | -0.1 |
| COc1ccc(OC)c(C(=O)COC(=O)Cc2ccc(Cl)cc2)c1 | 0.4 | -9 | -9 | 0.0 |
| O=C(Nc1nc(CCN2C(=O)c3ccccc3C2=O)cs1)c1cc2ccccc2s1 | 2.6 | 7 | 7 | 0.1 |
| CN(C)C(=O)CN(C)S(=O)(=O)c1ccc2ccccc2c1 | 0.2 | 9 | -3 | 0.0 |
| Cc1ccc2nc(NC(=O)CSc3cc(C)[nH]c(=O)n3)sc2c1 | -2.4 | 9 | -11 | 0.2 |

Rows are unselected. About 3.4% of those tested had a hit in this group.
